From PubChem
OX1R antag-1 = human HCRTR1 antagonism; 330,000 compounds, 0.43% hits; inhibition, % at 5 µM; AID 434989; O43613; CHO/OX1R cells, Fluo-8 calcium fluorescence, orexin A;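 active = inhibition above its plate's threshold, mean inhibition of all tested compounds on the plate plus 3 SD, cut at about 37% in these data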;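 note: 0% = orexin A challenge wells and 100% = SB-334867-A antagonist wells; not every result past the cut was called active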
Target sequence (O43613 whole entry, looked up): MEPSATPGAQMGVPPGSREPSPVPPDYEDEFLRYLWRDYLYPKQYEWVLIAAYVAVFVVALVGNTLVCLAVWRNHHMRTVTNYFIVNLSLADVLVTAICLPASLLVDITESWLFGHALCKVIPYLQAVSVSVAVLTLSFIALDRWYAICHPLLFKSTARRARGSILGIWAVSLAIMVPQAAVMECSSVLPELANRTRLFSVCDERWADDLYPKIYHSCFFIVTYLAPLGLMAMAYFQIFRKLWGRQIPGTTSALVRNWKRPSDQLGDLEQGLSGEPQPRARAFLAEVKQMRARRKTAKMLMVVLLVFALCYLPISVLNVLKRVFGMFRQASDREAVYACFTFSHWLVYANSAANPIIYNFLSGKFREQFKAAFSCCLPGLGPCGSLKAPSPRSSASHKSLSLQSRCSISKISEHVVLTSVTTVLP
OX1R antag-2 = antagonists of human orexin 1 receptor (OX1R); O43613; OX1R-expressing cells, FRET antagonist read-out; inhibition, % at 6.6 µM; 330,000 compounds, 1.8% hits; AID 485270; in the data active = inhibition mostly above about 38%, no sharp cut-off; inactive = mostly below about 40%;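 note: 0% = agonist challenge alone and 100% = reference antagonist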
* hit, by the source's call.

SMILES	OX1R antag-1	OX1R antag-2
COc1cc(/C=N/NC(=O)CN(Cc2ccco2)S(=O)(=O)c2ccccc2)ccc1O	-20	21
COc1ccc(OC)c(CN2CCN(C(=O)c3cccc(S(=O)(=O)Nc4ccccc4OC)c3)CC2)c1	-33	26
CCOc1ccc(-n2c(C)nnc2SCC(=O)N(CC)CC)cc1	-3	3
CC(=O)OCC(=O)[C@@]1(OC(C)=O)[C@@H](C)C[C@H]2[C@@H]3C[C@H](F)C4=CC(=O)C=C[C@]4(C)[C@@]3(F)[C@@H](O)C[C@@]21C	-3	14
Cn1c(CN2CCOCC2)nnc1SCc1ccccc1	-1	10
Cc1[nH]c(C)c(S(=O)(=O)Nc2cccc(Cl)c2C)c1C(=O)N1CCCC1	-7	20
COc1cc(C(=O)NC(=S)N(CCc2ccccc2)CCc2ccccc2)cc(OC)c1OC	-18	5
O=C1NC(=Nc2ccccc2)S/C1=C\c1cccnc1	-10	11
CCOc1ccc(C(C)C)cc1S(=O)(=O)n1ccnc1C	-4	1
O=C(CCC(=O)Nc1nnc(C2CCCCC2)s1)NCc1ccc(F)cc1	-18	9
Cc1ccc(N=Cc2c(O)n(-c3ccc4c(c3)OCO4)c(=O)c3ccccc23)cc1	-28	0
O=C(CCC1CCCCC1)NCCN1CCOCC1	3	17
O=c1[nH]ncn1-c1ccccc1C(F)(F)F	-2	15
Cc1ccc(NC(=O)NC(=O)CN2CCC(C(N)=O)CC2)c(C)c1	1	2
COc1ccc(S(=O)(=O)NCC(c2cccnc2)N2CCN(c3ccccc3)CC2)cc1C (configuration not stated)	-44	11
CC12CC(NC(=O)N1Cc1ccccc1)c1ccccc1O2 (configuration not stated)	-8	12
COc1cc(/C=N\NC(=O)c2ccccc2F)ccc1Oc1ccc([N+](=O)[O-])cn1	-24	19
CC1CN(C(=O)c2cc(-c3ccncc3)nc3ccccc23)CC(C)O1 (configuration not stated)	-17	0
COc1ccc([N+](=O)[O-])cc1NC(=O)CC1SC(=Nc2cccc(C)c2C)N(/N=C(\C)c2ccc(C)cc2)C1=O (configuration not stated)	-12	19
CN1CCN(c2nc(-c3cccs3)cs2)CC1	-20	17
Cc1cc(NC(=O)C(=O)c2cn(C)c3ccccc23)no1	-15	20
COC(=O)c1ccc(NC(=S)N2CCC(C(N)=O)CC2)cc1	-5	8
Cc1ccccc1-n1c(SCc2c(C)noc2C)nnc1-c1c[nH]c2ccccc12	-13	34
COc1ccc(C2C(=O)N(C3CCCCC3)CC(=O)N2CCc2ccccc2)cc1OC (configuration not stated)	-14	10
Cc1noc(C)c1S(=O)(=O)N1CCC(C(=O)NC2CCN(Cc3ccccc3)CC2)CC1	-8	16

Three compounds from above, ordered by count of non-hydrogen atoms, highest first:
SMILES	OX1R antag-1	OX1R antag-2
Cc1ccccc1-n1c(SCc2c(C)noc2C)nnc1-c1c[nH]c2ccccc12	-13	34
Cc1[nH]c(C)c(S(=O)(=O)Nc2cccc(Cl)c2C)c1C(=O)N1CCCC1	-7	20
CCOc1ccc(-n2c(C)nnc2SCC(=O)N(CC)CC)cc1	-3	3

Later entries:
SMILES	OX1R antag-1	OX1R antag-2
O=C(NC(=S)Nc1ccc(NC(=O)c2ccccc2)cc1)c1ccc(F)cc1	-16	7
N#Cc1c(Nc2ccccc2)sc(C(=O)C2CC2)c1N	-8	15
Cc1ccc(C)c(N2CCN(C(=O)c3cc(S(=O)(=O)N4CCOCC4)cn3C)CC2)c1	-7	4
COc1cc2ccccc2cc1C(=O)N1CCN(C(C)=O)CC1	-4	7
O=[N+]([O-])c1ccc(/C=N/NC(=S)Nc2ccc(Cl)cc2Cl)s1	-20	37
O=C(COC(=O)CNC(=O)c1ccc(Cl)cc1)Nc1ccc2c(c1)OCCO2	-10	-2
CN1CCN(CCNC(=O)Nc2ccccc2[N+](=O)[O-])CC1	-11	13
Cc1cc(C)cc(NC(=O)CSc2nnc(Cc3cccn3C)n2-c2ccc(F)cc2)c1	-18	18
O=C(NC12CC3CC(CC(C3)C1)C2)N1CCN(c2ccccn2)CC1	0	21
O=C(NCc1ccc(F)cc1)C(=O)NCC1OCCN1C(=O)c1ccc(Cl)cc1 (configuration not stated)	-24	11
O=C(O)CCN1C(=O)CC2(CCCCC2)C1=O	-19	9
COC(=O)[C@H]1C[C@@H]1[C@H](NC(=O)c1cccnc1)c1ccccc1	-16	12
O=C(O)CCC(=O)N1N=C(c2ccc(Br)cc2)CC1c1cccs1 (configuration not stated)	7	20
COc1ccc2[nH]cc(S(=O)(=O)c3ccc(F)cc3)c(=O)c2c1	-26	12
COCCS(=O)(=O)N(Cc1ccccc1)[C@H](C(=O)OC)C(C)C	-20	9
O=C(NCc1ccco1)C1CCN(c2ccc(N3CCOCC3)nn2)CC1	-3	24
Nc1nonc1C(=Nc1ccccc1)NO	0	1
Cc1cccc(-n2c(N)cc(=O)nc2SCC(=O)Nc2ccccc2)c1	-21	5
Nc1nc(-c2ccccc2)c(-c2ccccc2)s1	-18	16
Cc1ccccc1OCc1nnc(SCC(=O)Nc2c(C)n(C)n(-c3ccccc3)c2=O)n1-c1ccccc1	-16	13
Cc1cc(C)c(OCCN2C(=O)NC(C)(C)C2=O)c(Cl)c1	-13	15
Cc1noc(C)c1COc1cccc(C(=O)N(C)Cc2nc3ccccc3c(=O)[nH]2)c1	-31	-4
COc1ccc(CCN(C)C(=O)/C=C/c2c(Cl)nc3ccccn23)cc1OC	-6	12
CCOc1ccc(S(=O)(=O)NCCC(=O)NCC(c2ccc(OC)cc2)N2CCCC2)cc1 (configuration not stated)	-11	4
Cc1ccccc1NC(=O)c1ccc(F)c(S(=O)(=O)N2CCN(c3ccccn3)CC2)c1	-23	23

Full records from above:
Cc1ccccc1OCc1nnc(SCC(=O)Nc2c(C)n(C)n(-c3ccccc3)c2=O)n1-c1ccccc1 reads OX1R antag-1: -16; OX1R antag-2: 13
Nc1nonc1C(=Nc1ccccc1)NO reads OX1R antag-1: 0; OX1R antag-2: 1
O=C(O)CCN1C(=O)CC2(CCCCC2)C1=O reads OX1R antag-1: -19; OX1R antag-2: 9

Additional records follow.
SMILES	OX1R antag-1	OX1R antag-2
COc1ccc(-c2nn(CCC#N)cc2C(=O)Nc2ccccn2)cc1OC	-11	8
COC(=O)Cc1ccc(NC(=O)c2ccc3c(c2)C(=O)N(CC2CCCO2)C3=O)cc1 (configuration not stated)	-26	21
Cc1ccc(C(=O)N/C(=C/c2cccs2)C(=O)NCCCn2ccnc2)cc1	-9	10
COc1ccc(CCN(C)C(=O)c2cc(S(=O)(=O)N3CCCCC3)ccc2Cl)cc1OC	-26	30
COc1ccccc1C(=O)NC(=O)COC(=O)c1ccc([N+](=O)[O-])cc1Cl	-11	28
COCC1CCN(C(=O)c2ccc(OC3CCN(Cc4ccccn4)CC3)cc2)C1 (configuration not stated)	-10	17
O=C(NC(=S)NCC1CCCO1)c1ccccc1F (configuration not stated)	-2	11
COc1ccccc1N1CCN(C2CCCN(C(=O)CCn3cncn3)C2)CC1 (configuration not stated)	-24	1
CCOc1cc2[nH]c(=S)n(Cc3ccc(C(=O)N4CCN(C)CC4)cc3)c(=O)c2cc1OCC	-31	11
Cc1ccccc1CSc1nnc(C)c(=O)n1N	-8	20
Cc1ccc(C(=O)NCCCNCCCNC(=O)c2ccc(C)nc2)cn1	-9	14
O=C(Nc1ccc(N2CCOCC2)cc1)c1ccc(Cl)c(S(=O)(=O)N2CCCCC2)c1	-7	4
Cc1cc(C)cc(C(=O)NC(CC(N)=O)c2ccc(N3CCCCCC3)c([N+](=O)[O-])c2)c1 (configuration not stated)	-23	19
Cn1c(=O)cc(Nc2ccc(Cl)cc2)[nH]c1=O	1	4
Nc1nc(CCl)nc(Nc2ccccc2)n1	8	8
COc1ccc(C(=O)NCCCNC(=O)c2ccccn2)cc1	-12	3
COc1ccc(C(CNC(=O)CCNC(=O)c2ccc(Br)cc2)N2CCOCC2)cc1 (configuration not stated)	-11	11
CCC(C)C(N)C(=O)NC(CCC(=O)OCc1ccccc1)C(N)=O (configuration not stated)	3	13
O=C(COC(=O)C1CCCCC1)Nc1cccc(Br)c1	-1	3
CCOc1cc(C2C3=C(CC(C)(C)CC3=O)N(CCCOC)C3=C2C(=O)CC(C)(C)C3)ccc1OC	-11	11
CCN(CC)S(=O)(=O)c1ccc(N2CCOCC2)c(NCC(=O)Nc2ccc(F)cc2)c1	-35	26
O=c1oc(-c2ccccc2F)nc2scc(-c3ccccc3)c12	-20	8
CC(=O)Nc1ccc(SC[C@H](CC(C)C)N2CCN(CC(C)C)CCC2=O)cc1	-28	44
CCCCn1c(N)c(N(Cc2ccccc2OC)C(=O)COc2ccccc2C#N)c(=O)[nH]c1=O	-2	12
CC(C)c1nc2oc3c(NCCO)ncnc3c2c2c1COC(C)(C)C2	-25	10
Continuation.
SMILES	OX1R antag-1	OX1R antag-2
COc1ccc(/C=C/C2=NN(C)C(=O)CC2)cc1	-20	40
CC(=O)Nc1ccc(NC(C)=O)s1	-5	-1
COc1cc(C)c(CN2CCN(CC(=O)Nc3ccccc3C(=O)NC3CC3)CC2)cc1OC	-18	6
CC(=O)C(C)Oc1ccc2c3c(c(=O)oc2c1)CCCCC3 (configuration not stated)	-11	14
CCS(=O)(=O)c1ccc(C(=O)Nc2ccccc2)c(Cl)c1Cl	-8	16
Cc1c(N)cccc1N	-9	5
Cc1cccc(C)c1NC(=S)N(C)CCc1ccccn1	-14	-2
CC(C)OC(=O)N(C)c1ccc(C(O)(C(F)(F)F)C(F)(F)F)cc1	-11	21
CCOC(=O)C1CCN(C(c2cc3ccc(C)cc3[nH]c2=O)c2nnnn2C2CCCCC2)CC1 (configuration not stated)	-9	11
O=C(O)COc1ccccc1/C=N/NC(=O)c1cccc(S(=O)(=O)N2CCOCC2)c1	6	11
COc1ccccc1N1CCN(CC(=O)Nc2ccc(S(=O)(=O)N3CCCCCC3)cc2)CC1	-12	3
COc1ccc(NC(=O)c2ccc3c(c2)OCO3)cc1	14	12
CCCN(CCC)C(=O)CCS(=O)(=O)c1cccc2nsnc12	-30	38
Cc1nc2ccc(NC(=O)c3cncc(Br)c3)cc2s1	-23	8
CC(=O)c1cccc(NC(=O)C2CCCN2S(=O)(=O)c2cccc3nsnc23)c1 (configuration not stated)	17	110*
CCCC(=O)Nc1nnc(COC)s1	8	20
CCC(C)(C)NC(=O)/C=C/c1cccs1	-1	13
Cc1ccccc1CN(c1ccc(C(=O)NCc2cccnc2)cc1)S(C)(=O)=O	-19	6
O=C(CN1CCOCC1)NCc1ccccc1Cl	-7	12
Cc1ccccc1CNC(=O)c1ccccc1N	-3	10
O=C(CC1CCCCC1)NCc1ccc(F)cc1	-14	-4
CCC(CO)Oc1cc(NCc2cccc(F)c2)c2ncn(C(C)C)c2c1 (configuration not stated)	-6	17
Cc1ccc(NC(=O)c2cnccn2)cc1	5	11
Cc1cccnc1NC(=O)c1ccc(Cl)c(S(=O)(=O)N2CCCCC2)c1	-20	9
COc1ccc(NC(=O)CSc2nnc(-c3ccccc3C)n2C)cc1	-13	14

Exported with bars between the fields: entries from further up
structure | OX1R antag-1 | OX1R antag-2
Cc1ccccc1NC(=O)c1ccc(F)c(S(=O)(=O)N2CCN(c3ccccn3)CC2)c1 | -23 | 23
COc1ccc(CCN(C)C(=O)/C=C/c2c(Cl)nc3ccccn23)cc1OC | -6 | 12
Cn1c(CN2CCOCC2)nnc1SCc1ccccc1 | -1 | 10
O=C(O)CCC(=O)N1N=C(c2ccc(Br)cc2)CC1c1cccs1 (configuration not stated) | 7 | 20

Next records:
SMILES	OX1R antag-1	OX1R antag-2
COc1cc(C(=O)OCCCN(C)C)cc(OC)c1OC	1	2
NS(=O)(=O)c1ccc(CNC(=O)/C=C/c2c(Cl)cccc2Cl)cc1	10	20
O=C(COc1ccccc1)N=C1SC2CS(=O)(=O)CC2N1c1cccc(F)c1 (configuration not stated)	-14	12
CCOC(=O)c1c(NC(=O)CSc2nc3cc(Cl)ccc3c(=O)n2Cc2ccco2)sc(C(=O)N(C)C)c1C	-37	2
CC(=O)c1cccc(N(CC(=O)NC2CCCCC2)C(=O)CCC(=O)Nc2nc(C)cs2)c1	-26	19
CC(C)(CNC(=O)c1cc(=O)[nH]c2ccccc12)N1CCOCC1	-21	22
CC1(C)CC(=O)C(C=NCCN2CCN(C(=S)Nc3cccc(Cl)c3)CC2)=C(O)C1	-4	6
COc1ccc(-c2noc(N3CCC(C(=O)Nc4ccc(OC)c(OC)c4)CC3)n2)cc1	-20	9
Cc1cc(C)c2c3c(sc2n1)C(=O)N(C)CC(=O)N3	7	3
CC(C)N(CC(N)=O)c1ncnc2sc(-c3ccccc3)cc12	-20	5
CCCOC(=O)c1ccc(NS(=O)(=O)c2cccs2)cc1	6	14
CCOc1ccc2ccccc2c1/C=N/NC(=O)c1ccncc1	-21	-2
COc1cccc(OC)c1C(=O)NC(=O)Nc1c(C)cccc1C	-23	0
Cc1cccc(N(CC(=O)N2CCCC2)S(=O)(=O)c2ccccc2)c1	-15	6
COc1ccccc1NC(=O)N1CCC(c2nnc(SCC(N)=O)n2C)CC1	0	9
Cc1ccc(N(C)S(=O)(=O)c2ccc(-c3cc(C)no3)s2)cc1	-16	17
O=C(CN1C(=O)NC2(CCCc3ccccc32)C1=O)c1ccc(F)cc1 (configuration not stated)	-10	1
CN1CCc2nc3sc(C(=O)C45CC6CC(CC(C6)C4)C5)c(N)c3cc2C1	-18	19
O=[N+]([O-])c1ccc(Cl)c2c1C1C=CCC1C(c1ccccn1)N2 (configuration not stated)	0	24
O=C(Nc1ccnn1C1CCN(Cc2ccccc2OCCO)CC1)c1cccc(F)c1	-26	16
COc1ccc(CNC(=O)C2COc3ccccc3O2)c(OC)c1 (configuration not stated)	-9	15
CC(C)(CC(=O)O)CC(=O)N1CCN(c2nc3ccc(Cl)cc3s2)CC1	10	7
CCOc1ccccc1NC(=O)c1cc(-c2ccccn2)nc2ccccc12	-17	16
Cc1ccc2c(c1)C1(SCCS1)C(=O)N2	-2	0
Cc1cc(C)cc(OCCNC(=O)C2CCN(S(=O)(=O)c3ccccc3)CC2)c1	-13	3
